Compound activity: PubChem BioAssay, National Center for Advancing Translational Sciences (NCATS)
D1 agonist: Allosteric Agonists of the Human D1 Dopamine Receptor: qHTS | D(1A) dopamine receptor (Homo sapiens), P21728 | HEK293 T-REx D1 cells, calcium flux, agonist mode | activation, % at 2 µM | hit rate 1% among 360,000 | AID 504660, 2011; in the data active = activation above about 30%; note: 0% is about no effect
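Inducible HEK293 T-REx D1 cells, force-coupled to calcium signalling, were plated at 4000 cells/well with tetracycline and held overnight at 30 C. After no-wash calcium dye loading, compound-evoked calcium rise over 180 s flagged agonists.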
D1 PAM: Potentiators of Human D1 Dopamine Receptor: qHTS; D(1A) dopamine receptor (Homo sapiens), P21728; HEK293 TREx D1 cells, calcium flux, dopamine EC20 potentiation; potentiation, % at 10 µM; hit rate 0.036% among 360,000; AID 504651, 2011; in the data active = potentiation above about 30%; note: 0% is about no effect
Apoferritin bind: qHTS Assay for Identification of Novel General Anesthetics. hit rate 0.074% among 350,000. Potency, µM (doses to about 77.5 µM), inactives show top-dose activity change, negative = displacement, hits mostly inhibitors. AID 485281, 2010. apoferritin/1-aminoanthracene competitive binding, fluorescence; note: potency is the fitted concentration of half-maximal effect; % is set by controls: 0 for no effect and ±100 for the full control effect; nearly all actives have a fitted effect of over 20% in size
Target sequence (P02791 2-175 limits assumed): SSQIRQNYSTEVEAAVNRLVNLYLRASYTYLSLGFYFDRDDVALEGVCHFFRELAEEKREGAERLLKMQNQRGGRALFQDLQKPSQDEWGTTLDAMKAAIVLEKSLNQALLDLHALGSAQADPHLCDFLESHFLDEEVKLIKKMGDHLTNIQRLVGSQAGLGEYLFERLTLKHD
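Read-out: endpoint 1-AMA fluorescence, excitation 380 nm and emission 535 nm, after compounds sit 10 min at room temperature with 10 uM horse-spleen apoferritin in 50% saturated 1-AMA/PBS. Values come from four-parameter Hill fits.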
D1 antag: Antagonist of Human D 1 Dopamine Receptor: qHTS | D(1A) dopamine receptor (Homo sapiens), P21728 | HEK293 TREx D1 cells, calcium flux, dopamine EC80; stronger effect = lower value | activity change, negative = inhibition, % at 10 µM | hit rate 3.2% among 360,000 | AID 504652, 2011; in the data active = activity change below about -30%; note: % is set by controls: 0 for no effect and ±100 for the full control effect
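Inducible Hek293 Trex D1 cells (tetracycline, overnight, 30 C). Calcium dye 30–90 min RT. Antagonist mode: EC80 dopamine added after 180 s compound read.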
RXFP1 antag: qHTS Assay for Antagonists of the Relaxin Receptor RXFP1; Relaxin receptor 1 (Homo sapiens), Q9HBX9; HEK293-RXFP1, relaxin-stimulated cAMP HTRF, 30 min; stronger effect = lower value; activity change, negative = inhibition, % at 57.5 µM; hit rate 0.59% among 350,000; AID 1259400, 2018;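 active = activity change of -60% or lower, but not beyond a set lower limit; inconclusive = change between -60% and -40%, or beyond the set limit; inactive = change above -40%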; note: % is set by controls: 0 for no effect and ±100 for the full control effect
Target sequence (Q9HBX9 whole entry, looked up): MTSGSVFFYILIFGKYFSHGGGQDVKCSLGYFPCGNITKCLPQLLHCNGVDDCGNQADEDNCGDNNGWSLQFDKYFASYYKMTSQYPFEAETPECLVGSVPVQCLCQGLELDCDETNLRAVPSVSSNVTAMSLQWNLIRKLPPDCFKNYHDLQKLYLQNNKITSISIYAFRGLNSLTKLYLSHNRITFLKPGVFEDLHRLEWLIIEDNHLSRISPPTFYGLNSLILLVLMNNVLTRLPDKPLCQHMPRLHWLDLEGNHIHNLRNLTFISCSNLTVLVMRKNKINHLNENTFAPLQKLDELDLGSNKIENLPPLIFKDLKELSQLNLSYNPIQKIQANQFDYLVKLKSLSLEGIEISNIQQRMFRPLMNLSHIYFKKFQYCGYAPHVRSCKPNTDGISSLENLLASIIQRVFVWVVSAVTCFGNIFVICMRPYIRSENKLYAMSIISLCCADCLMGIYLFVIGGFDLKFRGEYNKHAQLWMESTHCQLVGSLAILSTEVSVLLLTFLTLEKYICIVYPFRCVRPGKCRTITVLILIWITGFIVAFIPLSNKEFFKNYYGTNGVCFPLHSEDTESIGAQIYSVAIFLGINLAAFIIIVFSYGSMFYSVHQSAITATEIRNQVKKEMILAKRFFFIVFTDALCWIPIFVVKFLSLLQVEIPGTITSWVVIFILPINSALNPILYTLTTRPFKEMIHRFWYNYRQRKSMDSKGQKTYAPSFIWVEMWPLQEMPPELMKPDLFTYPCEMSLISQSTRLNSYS
D2 potentiator: HTS Assay for Positive Allosteric Modulators of the Human D2 Dopamine Receptor: Primary Screen for Potentiators; D(2) dopamine receptor (Homo sapiens), P14416; HEK293 T-REx D2, calcium flux, EC20 dopamine potentiation; potentiation, % at 10 µM; hit rate 0.34% among 340,000;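 active = potentiation over 3 SD above the plate norm, cut at about 30% in these data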; note: 0% is about no effect
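Using a no-wash calcium dye in inducible, force-coupled HEK293 Trex cells expressing D2, we tracked fluorescence each second for 180 s after compound, then for 180 s after EC20 dopamine to detect augmented signalling.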
TRHR ag: qHTS for Small Molecule Agonists and Allosteric Enhancers of Human TRH Receptor: Primary Screen for Agonists | AID 493084, 2011 | activation, % at 2 µM | hit rate 0.18% among 360,000 | TRHR cells, calcium flux fluo-8, FDSS agonist mode; in the data active = activation above about 30%; note: 0% is about no effect
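Agonist-mode FDSS calcium read (Ex 480/Em 530, 1 s cycles) in 1536-well TRHR cells with fluo-8 dye, after 10-cycle baseline and 23 nL compound addition; TRH at EC20 (10 nM final) added afterwards for the enhancer phase.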
RXFP1 agonist: qHTS Assay for Agonists of the Relaxin Receptor RXFP1; hit rate 0.3% among 370,000; HEK293T-RXFP1 cAMP TR-FRET, 30 min; response scale: percent of porcine relaxin response, buffer zero; Potency, µM (doses to about 57.5 µM), without a hit: at the top dose activation, hits mostly activators; Relaxin receptor 1 (Homo sapiens), Q9HBX9; note: potency is the fitted concentration of half-maximal effect; % is set by controls: 0 for no effect and ±100 for the full control effect; nearly all actives have a fitted effect of over 60% in size; many of its hits are not listed in these tables
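cAMP rise read by TR-FRET after 30 min, 37C compound exposure (up to 58 uM) in RXFP1-transfected HEK293 cells with Ro 20174 present. EC50 from Hill-equation fits, with 29 nM porcine relaxin as 100% and buffer as basal.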
TRHR enhancer: qHTS for Small Molecule Agonists and Allosteric Enhancers of Human TRH Receptor: Primary Screen for Enhancers; Thyrotropin-releasing hormone receptor (Homo sapiens), P34981; TRHR cells, fluo-8 calcium fluorescence, EC20 TRH enhancement; enhancement, % at 2 µM; hit rate 0.66% among 360,000; AID 493056, 2011; in the data active = enhancement above about 30%; note: 0% is about no effect
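TRHR-expressing cells loaded with fluo-8 calcium dye were read kinetically (ex 480/em 530) during compound addition, then stimulated with an EC20 of TRH (10 nM final). Enhancement of the Gq-mediated intracellular calcium response was scored.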
Numbers without * were called inactive; ? = inconclusive; / = not tested or not shown; & = joins results of further samples; [ ] = remark or other dose. Unless noted, calls come from the whole dose curve; as a rule, active = well fitted curve in the direction sought with a large enough effect; inconclusive = small, poorly fitted or top-dose-only effect, or another doubt; inactive = no such curve, though single readings can be large; an effect the other way counts as inactive or inconclusive. Not all compounds are listed (hit frequency here may not be typical).

Order of values: D1 PAM, D1 antag, TRHR enhancer, RXFP1 agonist, Apoferritin bind, RXFP1 antag, D2 potentiator, TRHR ag, D1 agonist
> CCCC(C(=O)NCCC(C)C)N(Cc1ccc(OC)cc1)C(=O)c1snc(C(N)=O)c1N (configuration not stated)
 : 2, 0, -4, -0.3%, ?, 0, 10, -1.7, 9
> Cc1nc2c(oc3ccc(Cl)cc32)c(=O)[nH]1
 : 0, -11, -1, -1.9%, 6%, 16, /, -0.3, 1
> O=C(COC(=O)c1ccc(S(=O)(=O)N2CCCC2)cc1)NCc1ccc(Cl)cc1
 : 0, -13, -5, -0.4%, 1%, 1, -2, 0.1, 3
> O=C(N/N=C/c1ccc(OC(F)F)cc1)C1=COCCO1
 : 4, -10, -11, 3.0%, -8%, -4, -8, 0.9, 0
> CC(=O)c1ccc(NC(=O)N2CCN(c3ccc(C)cc3)C(C)C2)cc1 (configuration not stated)
 : -2, -2, 2, 1.1%, -11%, 1, -5, -0.6, 3
> N#CCC1c2ccccc2CCN1C(=O)Nc1cccc(C(F)(F)F)c1 (configuration not stated)
 : -2, -3, -2, -0.8%, ?, 5, -4, -0.4, 6
> Cc1ccc(NC(=O)c2ccc(-c3nn(C)c(=O)c4ccccc34)cc2)cc1
 : -3, -3, 0, 0.1%, -7%, -4, /, -1.0, 2
> O=C(COC(=O)[C@@H]1CCCN1S(=O)(=O)c1ccc(Cl)cc1)NC1CC1
 : -3, 0, 0, 4.2%, -11%, -14, 3, -0.2, 0
> COc1cccc(NC(=S)Nc2ccc(O)cc2)c1
 : -1, -16, -4, -1.8%, -19%, 5, 8, -0.6, 1
> COc1ccc(NC(C)=O)c2nc(C)c(C)nc12
 : -3, -4, 7, -0.6%, -18%, -13, 17, -0.4, 0
> CN(C)c1ccc(/C=N/NC(=O)CNC(=O)c2ccncc2)cc1
 : -1, -4, 2, -1.8%, ?, -11, 4, 1.1, 7
> O=C(CS(=O)(=O)c1cn(CC(=O)N2CCCC2)c2ccccc12)Nc1ccccc1
 : -6, 6, -1, 2.8%, -9%, -13, -3, 0.9, 3
> CN(C)c1ccc(/C=C/c2cc[n+]([O-])cc2)cc1
 : -5, 23, 2, 17%, 454%[activator], /, -1, 61*, 73*
> Cc1oc2ccc(O)c(CN3CCN(C)CC3)c2c1C(=O)Nc1cccc(C(F)(F)F)c1
 : 4, -46*, 0, -2.8%, 5%, -9, -5, 4.2, 62*
> Cc1c(C(=O)O)c2cc(O)ccc2n1-c1ccccc1
 : 1, -7, 3, 0.2%, -16%, 19, -5, 0.8, 3
> Cc1ccc(-n2nc(C)cc2Nc2ncc(Cl)cc2Cl)cc1
 : 5, -1, -4, -1.7%, -2%, -28, -4, 0.5, 3
> CCOc1ccccc1NC(=O)CN1C(=O)NC(Cc2c[nH]c3ccccc23)C1=O (configuration not stated)
 : -2, -5, 5, -2.5%, /, -4, 4, -0.3, 1
> COc1ccc(/C=N\N2CCN(Cc3ccccc3Cl)CC2)cc1
 : -7, -8, 5, 1.9%, -12%, -6, -11, -0.7, 5
> COc1ccc(NC(=O)C(c2ccc(OC)cc2)N(C)C(=O)c2cnccn2)cc1 (configuration not stated)
 : 1, -7, -2, -1.1%, ?, 0, -1, 0.3, 4
> CC(=O)N/C(=C\c1ccccc1)C(=O)NCc1ccc2c(c1)OCO2
 : -4, 8, -2, -1.1%, 0%, -1, /, 0.1, 2
> CC(=O)c1ccc(OC(=O)COc2ccccc2)cc1
 : 1, 8, -4, 1.0%, -8%, 0, 7, -0.5, 4
> CCn1c(=O)c2cc(C(=O)N3CCN(c4cccc(Cl)c4)CC3)sc2c2ccccc21
 : -4, 7, -5, 0.7%, -8%, /, -11, 0.5, 3
> Cc1nc2ccc(S(=O)(=O)NC(C(=O)NCc3cccs3)C(C)C)cc2s1 (configuration not stated)
 : -2, -17, -1, 2.2%, -1%, /, -10, -0.7, 1
> O=S(=O)(N1CCOCC1)N1CCCN(S(=O)(=O)N2CCOCC2)CC1
 : 12, 4, -10, 0.5%, 3%, 3, -11, 1.1, 2
> COc1ccc(N2CC(C(=O)Nc3cccc(S(=O)(=O)N4CCCC4)c3)CC2=O)c(OC)c1 (configuration not stated)
 : -5, -4, -1, -1.4%, /, -7, -5, -0.1, 1
> COc1ccc(C(=O)/C(=C\c2ccco2)N2C=CC=CC2=C(C#N)C#N)cc1
 : -8, -41*, -7, 2.2%, ?, -75*, 12, 0.3, 9
> COc1ccccc1N(CC(=O)NCC1CCCO1)C(=O)CNS(=O)(=O)c1ccccc1 (configuration not stated)
 : 2, 2, 12, -1.9%, -4%, 19, -2, 2.0, 0
> COc1ccc2cc(C(=O)C3CCCN(C(=O)CCc4ccccn4)C3)ccc2c1 (configuration not stated)
 : -5, -17, -2, 2.0%, -5%, -3, 6, -0.5, 1
> CCN(CC)C(=O)c1sc(NC(=O)Cc2cccs2)c(C#N)c1C
 : -8, 6, -2, 0.8%, -15%, -11, -3, -0.3, 0
> CC(NCc1ccc(F)cc1)C(=O)Nc1cc(S(=O)(=O)N2CCCCC2)ccc1Cl (configuration not stated)
 : -2, 0, 6, 1.5%, -13%, -30, -1, 2.0, 4
> CCN(Cc1ccccc1)S(=O)(=O)c1c(C)n(C)c(=O)n(C)c1=O
 : -2, 6, 1, 0.3%, /, -2, 4, -0.4, 2
> Cc1ccc(-c2c(C#N)c(N)n(-c3ccc(C)cc3)c(=O)c2C#N)cc1
 : -11, 8, -4, -0.3%, 5%, -10, -12, 0.2, 4
> CCOC(=O)C1CCCn2c1nc1sc3c(c1c2=O)CCCC3 (configuration not stated)
 : 3, 2, 0, 1.5%, -6%, -12, 20, 0.1, 0
> CC(C)Oc1ccc(C(=O)/C(=C\c2cccs2)c2nc3ccccc3o2)cc1
 : -2, -23, -2, 0.2%, -11%, -19, 4, 0.2, 7
> COc1ccc(CCN2C(=O)C3C4CC(C5C(C(N)=O)=NOC45)C3C2=O)cc1OC (configuration not stated)
 : -6, 14, -6, 0.1%, -9%, -1, -8, -0.3, 1
> CC(C)OC(=O)c1ccc(NC(=S)NC(=O)c2cncc(Br)c2)cc1
 : 3, 5, 5, 2.2%, -2%, 4, 8, -0.3, 2
> CCN(CC)CCCNC(=O)c1cn(CC(C)C)c(=O)c2c1c1ccccc1n2C
 : 1&0, -10&-3, 2&9, 8.1%&6.6%, 4%&3%, -5&3, 7&-20, 0.3&1.5, 0&1
> O=C(O)c1ccc(CSc2nnc(-c3ccccc3)n2-c2ccccc2)cc1
 : -1, -8, -5, 1.1%, -2%, -27, 17, 0.6, 3
> COc1cc(OC)cc(C(=O)Nc2ccc3c(c2)COC3=O)c1
 : 0, -5, 4, 1.6%, -2%, 37, 0, 0.5, 1
> NC(=S)N/N=C/c1ccc(-c2cc(Cl)ccc2Cl)o1
 : -1, 16, -5, -0.1%, 44%[activator], -14, -2, -1.0, 3
> O=C(CCNC(=O)N1CCn2c1nc1ccccc12)NCc1ccc(F)cc1
 : -6, 13, 1, 0.5%, -8%, 5, 7, 0.5, 1
> O=C(CC1N=C2c3ccccc3N=C(SCc3cccc(Cl)c3)N2C1=O)NCCc1ccccc1 (configuration not stated)
 : 8, 18, -2, 4.8%, ?, -6, 12, 0.0, 6
> N=c1sccn1CC(=O)NCCc1ccc(Cl)cc1
 : -3, 9, -1, 2.1%, 6%, -10, -5, 0.1, 2
> Fc1ccc(OCCOCCNCC2CCCO2)cc1 (configuration not stated)
 : -3, 7, -2, 0.2%, 0%, 2, -36, 1.2, 3
> O=C(Nc1nc(-c2ccccn2)cs1)c1ccc(-c2ccccc2F)o1
 : 0, 3, 17, 1.7%, /, -8, 5, 0.2, 11
> COc1cccc(-c2c(C(=O)N/N=C(\C)c3ccc(Cl)s3)nnn2-c2nonc2N)c1
 : 25, 80, 7, -0.9%, -12%, -1, 4, 0.8, 26
> S=c1nccc(-c2ccc3c(c2)CCO3)[nH]1
 : 4, 6, 2, -3.3%, -5%, -27, 10, 0.3, 1
> CCc1ccc(Nc2nnc(SCC(=O)NCCN3C(=O)CSC3=O)s2)cc1
 : -4, -29, -23, 0.3%, -16%, -1, -20, -0.7, 1
> O=C(CCC1CC(=O)Nc2ccccc21)NCc1ccccc1 (configuration not stated)
 : -2, -2, -11, 0.5%, -13%, -5, 0, 0.1, 1
> CCCN(CCC)Cc1c(C(=O)OCC)nnn1-c1nonc1N
 : 0, -1, -6, -1.2%, -16%, -5, -3, 1.1, 3
> C[C@@H](NC(=O)c1cc2c([nH]c3ccccc32)c(-c2ccccc2)n1)C(=O)O
 : -26, -21, 8, 1.3%, -4%, -5, 3, 0.6, 2
> O=C(CNS(=O)(=O)c1ccc2ccccc2c1)OCc1csc(-c2ccccc2)n1
 : -7, -11, 2, -1.8%, -13%, -2, -10, 1.2, 9
> Cc1nnc(SCC(=O)NC2CCCc3ccccc32)n1-c1ccccc1 (configuration not stated)
 : -2, 5, -4, 2.9%, -2%, 3, 7, -0.1, 2
> S=c1[nH]nc(-c2ccncc2)n1Cc1ccccc1
 : -3, -8, 10, 3.0%, -8%, 33, -4, -0.2, 1

4 entries drawn at random from the list so far:
Order of values: D1 PAM, D1 antag, TRHR enhancer, RXFP1 agonist, Apoferritin bind, RXFP1 antag, D2 potentiator, TRHR ag, D1 agonist
> N=c1sccn1CC(=O)NCCc1ccc(Cl)cc1
 : -3, 9, -1, 2.1%, 6%, -10, -5, 0.1, 2
> CCN(CC)C(=O)c1sc(NC(=O)Cc2cccs2)c(C#N)c1C
 : -8, 6, -2, 0.8%, -15%, -11, -3, -0.3, 0
> COc1ccc(NC(C)=O)c2nc(C)c(C)nc12
 : -3, -4, 7, -0.6%, -18%, -13, 17, -0.4, 0
> CCN(CC)CCCNC(=O)c1cn(CC(C)C)c(=O)c2c1c1ccccc1n2C
 : 1&0, -10&-3, 2&9, 8.1%&6.6%, 4%&3%, -5&3, 7&-20, 0.3&1.5, 0&1
